# Bioassay records deposited in PubChem BioAssay by several laboratories.
# ER stress rescue = rescue of cells from ER stress-induced death, primary screen, 384-well, CSM14.1, thapsigargin, ATP luminescence (AID 1222). CSM14.1 thapsigargin-induced death rescue, ATP luminescence; higher % means a stronger effect. cellular ATP content (survival), % at 20 µM, or EC50 in µM where a hit was titrated. 190,000 tested, under 10 active;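 active = EC50 below 50 µM in the dose-response confirmation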;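 note: death triggered by thapsigargin at about 15 µM added after 2 h compound pretreatment; cell ATP read after overnight thapsigargin exposure of roughly 18 to 22 hours; normalized against plate controls of thapsigargin alone and 5% DMSO vehicle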
# West Nile antiviral = West Nile virus antiviral activity, cell-based, CPE readout (AID 1621). West Nile virus-infected cells, CPE inhibition; higher % means a stronger effect. CPE inhibition, % at 10 µM, or IC50 in µM where a hit was titrated. hit rate 0.02% among 290,000; in the data active = a potency from the dose series; inconclusive = CPE inhibition mostly from about 3.7% at the one dose, without a potency; inactive = the rest, 99 in 100 with CPE inhibition below about 2.2%; note: strong numbers were not always called active
# SV40 large T antigen = SV40 large T antigen inhibitors, biochemical (AID 1903); one-dose inhibition, % at 20 µM; IC50 in µM for titrated hits; SV40 large T antigen ATPase/helicase inhibition assay; higher % means a stronger effect; hit rate 0.39% among 310,000; in the data active = a potency from the dose series; inconclusive = inhibition mostly from about 32% at the one dose, without a potency; inactive = the rest, 99 in 100 with inhibition below about 32%; note: strong numbers were not always called active
# WT yeast gro inh = growth inhibition of WT strain, primary screen, mitochondrial fusion inhibitor project, WT and mutant strains, chemical genetic; mitochondrial fusion phenotypic screen; inhibition, % at 10 µM; hit rate 2.1% among 190,000; in the data active = inhibition above about 58%; tested in S. cerevisiae
# NS5 inhibitors = Dengue-2 NS5 methyltransferase inhibitors, primary screen, biochemical, confirmation dose response (AID 588689). Dengue-2 NS5 methyltransferase capping enzyme assay, biochemical; higher % means a stronger effect. inhibition, % at 25 µM; hits with a dose series show IC50 in µM. hit rate 0.3% among 340,000; in the data active = a potency from the dose series; inconclusive = inhibition above about 29% without an active follow-up result
# UTI89 phage lysis = inhibition of K1F phage lysis, E. coli UTI89, bacterial capsule biogenesis inhibitors, alamar blue (AID 488966) | hit rate 0.02% among 340,000 | one-dose inhibition, % at 100 µM; IC50 in µM for titrated hits | E. coli UTI89 K1F phage lysis, alamar blue, 2 h; higher % means a stronger effect;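 active = phage lysis inhibition, versus mean bacterial control, above a set limit; inconclusive = no clear call, values can overlap the other calls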;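 note: capsule biogenesis inhibitors block K1F phage lysis so surviving cells raise fluorescence; higher fluorescence means more inhibition of phage lysis; actives were called in the ten point dose series up to 300 µM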
# Yfh1-off respiration = enhancers of respiration in Yfh1-depleted yeast, dose response, Friedreich's ataxia, plus single-dose screen (AID 1465); fold induction at 50 µM; hits with a dose series show EC50 in µM; S. cerevisiae Yfh1-off respiration, WST-1 reduction, 72 h; higher fold induction means a stronger effect; hit rate 0.074% among 220,000;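 active = fold induction of absorbance versus untreated yeast above a set limit, then at least 30% activation at any dose in follow-up; inconclusive = repeats straddling the limit, or above it without dose testing; inactive = fold induction below the set limit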;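 note: activators that raise dye reduction in frataxin-depleted yeast; strong numbers were not always called active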
# RSV CPE inhibition = RSV antiviral activity via CPE protection, HEp-2 cells, primary 10 µM value included (AID 2391) | HEp-2 cells, RSV-induced CPE inhibition; higher % means a stronger effect | CPE inhibition, % at 10 µM, or IC50 in µM where a hit was titrated | hit rate 0.13% among 310,000; in the data active = a potency from the dose series; inconclusive = CPE inhibition mostly from about 23% at the one dose, without a potency; inactive = the rest, 99 in 100 with CPE inhibition below about 21%; note: strong numbers were not always called active
# XIAP antagonists = XIAP antagonists, biochemical, IAP family, fluorescence polarization (AID 1018). E3 ubiquitin-protein ligase XIAP (Homo sapiens). XIAP BIR domain, fluorescence polarization peptide displacement; higher % means a stronger effect. displacement, % at 20 µM; hits with a dose series show IC50 in µM. hit rate 0.007% among 200,000; in the data active = displacement above about 50%; note: a part of the inactive calls stands beside numbers as strong as those of hits
# WT yeast gro inh mutant strain = second read-out of WT yeast gro inh, no call of its own (marks repeat the call); inhibition, %; mitochondrial fusion phenotypic screen, mutant strain inhibition
# NS5 inhibitors pilot replicate = also measured in NS5 inhibitors; calls as there; inhibition, %; measured here: pilot screen replicate inhibition
# * marks the source's active call; other numbers are inactive results; i = inactive; ? = inconclusive; · = no result given; [ ] = remark or other dose. Rows were taken by chance. Share with any hit: about 2.2%.
SMILES,ER stress rescue,West Nile antiviral,SV40 large T antigen,WT yeast gro inh,WT yeast gro inh mutant strain,NS5 inhibitors,UTI89 phage lysis,Yfh1-off respiration,RSV CPE inhibition,XIAP antagonists,others
CC(=O)c1cccc(NC(=O)N2C3CCC2CC(NC(=O)C2CC2)C3)c1 (stereo unspecified),-0.3%,-0.1%,·,15,-2,·,0.4%,i,0.5%,-5.1%,
Cn1cccc1C(=O)NC1CCCCC1,·,·,-5%,·,·,0%,1.3%[50 µM],·,-1.0%,·,
Oc1ccc(-c2csc(-c3ccccc3)n2)cc1O,-1.0%,-0.1%,?,5,19,-1%,3.1%,i,14%,-2.6%,
Cn1cnnc1Sc1nc([N+](=O)[O-])nn1C,-1.0%,0.0%,·,-4,3,-11%,0.1%,i,-0.3%,-9.0%,
CCOC(=O)C1(Cc2ccccc2C)CCCN(S(=O)(=O)CC)C1 (stereo unspecified),·,-0.5%,7%,·,·,5%,0.0%,·,5.7%,·,
CNc1c([N+](=O)[O-])cnn1-c1cccc(Cl)n1,-0.7%,0.6%,-6%,1,5,-3%,0.6%,i,7.8%,-10%,
CCCCNC(=O)C(=O)NC(C)CCc1ccccc1 (stereo unspecified),0.6%,·,-1%,-17,-2,-7%,0.1%,·,1.7%,-13%,
O=C1Nc2ccc(S(=O)(=O)N3CCCC3C(=O)O)c3cccc1c23 (stereo unspecified),-0.2%,-0.1%,5%,16,5,-4%,0.3%,i,0.6%,-2.2%,
COc1cc(CNc2ccc(S(N)(=O)=O)cc2)ccc1OCC(=O)NC1CCCCC1,-1.1%,0.2%,13%,8,20,0%,-2.4%,i,2.8%,-3.3%,
C#CCNC(=O)C1=C[C@H](c2coc3ccccc3c2=O)C[C@H](OCCCCO)O1,1.3%,0.3%,-3%,-2,6,-3%,0.0%,i,1.1%,-2.6%,
CC(C)CCN1CC(O)=C(c2nc3ccccc3[nH]2)C1=N,-2.8%,-0.6%,9%,-8,-8,-1%,2.4%,i,0.3%,-2.5%,
CCOc1ccc(NC(=O)CC(C)S(=O)(=O)c2ccc3c(c2)NC(=O)CO3)cc1 (stereo unspecified),·,0.1%,12%,·,·,-1%,0.3%,·,5.7%,·,

# Structures above that have a nitro group on carbon (two):
SMILES,ER stress rescue,West Nile antiviral,SV40 large T antigen,WT yeast gro inh,WT yeast gro inh mutant strain,NS5 inhibitors,UTI89 phage lysis,Yfh1-off respiration,RSV CPE inhibition,XIAP antagonists,others
Cn1cnnc1Sc1nc([N+](=O)[O-])nn1C,-1.0%,0.0%,·,-4,3,-11%,0.1%,i,-0.3%,-9.0%,
CNc1c([N+](=O)[O-])cnn1-c1cccc(Cl)n1,-0.7%,0.6%,-6%,1,5,-3%,0.6%,i,7.8%,-10%,

# Remaining list, next part.
SMILES,ER stress rescue,West Nile antiviral,SV40 large T antigen,WT yeast gro inh,WT yeast gro inh mutant strain,NS5 inhibitors,UTI89 phage lysis,Yfh1-off respiration,RSV CPE inhibition,XIAP antagonists,others
Cc1cc(C)n2nc(C(=O)OCCOc3ccc(Br)cc3)nc2n1,-1.7%,·,4%,2,11,-5%,-0.5%,·,2.1%,-6.7%,
COc1ccccc1NC(=O)C(=O)N/N=C(\C)CC(=O)Nc1ccccc1C(F)(F)F,·,-0.4%,1%,·,·,-2%,0.3%,·,0.9%,·,
COc1ccc(OCC(=O)NNC(=O)c2ccccn2)cc1,-0.6%,·,1%,-20,-117,-7%,-1.1%,·,1.1%,-0.9%,
CCn1ccc(C(=O)NC2=NCCS2)n1,-1.7%,0.1%,12%,-4,-4,4%,2.7%[50 µM],i,0.2%,-4.8%,
O=C(/C=C/c1ccccc1F)c1cccc([N+](=O)[O-])c1,-3.3%,1.1%,11%,24,19,-14%,-0.1%,i,3.8%,-18%,
Cc1ccc(C2C3=C(CC(C)(C)CC3=O)Nc3n[nH]c(C)c32)cc1 (stereo unspecified),1.0%,0.3%,13%,7,-9,-5%,0.2%,i,-1.2%,-2.0%,
Cn1c(NC(=O)c2ccccc2Br)cc(=O)n(C)c1=O,-1.6%,0.1%,2%,12,7,1%,-0.1%,i,0.3%,-3.0%,
CC(C)OC(=O)C(C(=O)C(F)(F)F)c1cc(NS(=O)(=O)c2ccc3ccccc3c2)c2ccccc2c1O (stereo unspecified),2.2%,0.6%,15%,62*,0.7*,-1%,-1.9%[50 µM],i,1.5%,-4.2%,
Cc1ccc(-c2nc3ccccn3c2NC(=O)c2ccco2)cc1,-2.2%,-0.1%,7%,-9,0,-2%,2.7%,i,-1.0%,-3.5%,
CCOC(=O)C1CCN(C(=O)Cn2nc(C)n3nc(-c4ccc(CC)cc4)cc3c2=O)CC1,·,1.1%,11%,·,·,-10%,1.0%,·,4.4%,·,
O=C(Nc1ccc(N2CCOCC2)c(C(=O)O)c1)c1ccco1,-1.1%,0.2%,6%,1,-1,·,·,i,·,-6.3%,
COCCc1ncc(CN2CCCCC2C(=O)Nc2ccc(Oc3ccccc3)nc2)cn1 (stereo unspecified),·,-0.2%,15%,·,·,1%,1.0%[50 µM],·,-1.0%,·,

# Retrieved by compound from the entries so far (two):
SMILES,ER stress rescue,West Nile antiviral,SV40 large T antigen,WT yeast gro inh,WT yeast gro inh mutant strain,NS5 inhibitors,UTI89 phage lysis,Yfh1-off respiration,RSV CPE inhibition,XIAP antagonists,others
COc1ccccc1NC(=O)C(=O)N/N=C(\C)CC(=O)Nc1ccccc1C(F)(F)F,·,-0.4%,1%,·,·,-2%,0.3%,·,0.9%,·,
CCOC(=O)C1CCN(C(=O)Cn2nc(C)n3nc(-c4ccc(CC)cc4)cc3c2=O)CC1,·,1.1%,11%,·,·,-10%,1.0%,·,4.4%,·,

# Back to the main list; the 2 compounds before the break are reprinted first.
SMILES,ER stress rescue,West Nile antiviral,SV40 large T antigen,WT yeast gro inh,WT yeast gro inh mutant strain,NS5 inhibitors,UTI89 phage lysis,Yfh1-off respiration,RSV CPE inhibition,XIAP antagonists,others
O=C(Nc1ccc(N2CCOCC2)c(C(=O)O)c1)c1ccco1,-1.1%,0.2%,6%,1,-1,·,·,i,·,-6.3%,
COCCc1ncc(CN2CCCCC2C(=O)Nc2ccc(Oc3ccccc3)nc2)cn1 (stereo unspecified),·,-0.2%,15%,·,·,1%,1.0%[50 µM],·,-1.0%,·,
COc1ccccc1NCC(=O)N/N=C/c1c(O)ccc2ccccc12,·,?,5%,·,·,?,0.3%,·,5.8%,·,
COCc1[nH]nc2c1C(c1ccc(F)cc1F)C(C#N)=C(N)O2 (stereo unspecified),2.8%,-0.4%,12%,-1,6,-5%,0.5%,i,0.0%,-3.5%,
COc1cc(OC)c(C(=O)NCc2cccnc2)cc1OC,-1.3%,-0.5%,3%,-5,-10,-2%,0.1%,i,2.1%,-2.6%,
COCCNC(=S)N/N=C(\C)c1cccc(OC)c1,-0.4%,-0.3%,7%,-12,19,-5%,-0.2%,i,4.5%,-2.9%,
Fc1ccc(OCc2nc(-c3ccc(Br)o3)no2)c(F)c1,-1.0%,0.0%,-6%,16,15,-1%,0.4%,i,0.8%,-3.1%,
COc1ccc(Cc2nnc(NC(=O)c3c(-c4ccccc4)noc3C)s2)cc1OC,·,·,6%,0,2,-4%,-12%,·,-1.0%,-1.3%,
COC(=O)C1=C(C)N(C)C(=O)/C1=C\c1ccco1,-0.5%,-0.3%,-5%,4,-24,-6%,-0.8%,i,1.7%,0.5%,
CC1CN(c2ccccc2)CCN1C(=O)c1cc(COc2c(F)cccc2F)on1 (stereo unspecified),·,-0.3%,-3%,·,·,-8%,3.1%,·,6.6%,·,
CCOC(=O)c1ccc(NC(=O)COc2ccc(S(=O)(=O)NC(C)C)cc2)cc1,-3.4%,0.1%,-6%,3,-3,-6%,2.1%,i,-0.1%,-5.0%,
O=C1/C(=C/c2ccc3c(c2)OCO3)CCC/C1=C\c1ccc2c(c1)OCO2,-1.9%,0.1%,4%,-12,-11,0%,1.5%[50 µM],i,6.9%,-1.0%,
O=C(NCCNC(=O)c1ccccn1)c1ccc(-c2ccccc2)cc1,·,0.1%,9%,·,·,5%,0.2%,·,-0.2%,·,NS5 inhibitors pilot replicate=2.4
COc1cc(-n2c(-c3ccccc3)n[nH]c2=S)c(OC)cc1Cl,-1.6%,-0.4%,2%,10,5,4%,0.0%,i,2.0%,-7.7%,
CCOC(=O)C1CCN(C(=O)CCS(=O)(=O)c2ccc3c(c2)n(C)c(=O)c(=O)n3C)CC1,·,0.2%,·,·,·,-3%,-0.8%,·,1.2%,·,
CCc1nnc(NC(=O)c2ccc(COc3cccc(C)c3)o2)s1,·,0.0%,10%,·,·,-7%,0.2%,·,1.3%,·,
COc1ccc(/C=C2\C(=O)N(Cc3ccc(F)cc3)CC(=O)N2Cc2ccccc2)cc1,-2.0%,-0.3%,3%,17,15,3%,-0.1%,i,3.2%,1.7%,
COc1cccc(/C=N/NC(=O)CNC(=O)c2cccnc2)c1O,·,-0.7%,7%,·,·,1%,-0.9%[50 µM],·,1.3%,·,
NS(=O)(=O)c1ccc(CCNC(=O)c2nc(CS(=O)(=O)c3ccc(Cl)cc3)no2)cc1,·,1.9%,10%,·,·,1%,-0.3%,·,0.8%,·,
Cn1c(SCc2ccccc2Cl)nc(C(F)(F)F)cc1=O,-1.6%,0.4%,19%,-10,18,0%,2.4%,i,-0.4%,-1.6%,
Cc1c(Br)cc(C(=O)N2CCCCCC2)c(C)c1C,0.0%,·,5%,8,4,-10%,5.8%,·,4.5%,-2.9%,
C=CCNC(=O)/C(=C\c1ccc(Br)cc1)NC(=O)c1ccccc1OC,0.9%,-0.7%,10%,-22,5,2%,0.1%,i,1.8%,-4.0%,
Cc1cccc(C(C(=O)NCc2ccc(F)cc2)N(C(=O)c2csnn2)C2CC2)c1 (stereo unspecified),·,-0.7%,3%,·,·,2%,-0.4%,·,1.0%,·,
O=C(c1ccccc1)N(Cc1nc2ccccc2c(=O)[nH]1)C1CCCCC1,-0.9%,-1.1%,4%,-11,-19,-2%,-0.5%,i,-1.7%,-6.8%,
CCSC(=S)Nc1c(C)n(C)n(-c2ccccc2)c1=O,-2.3%,0.1%,8%,3,-1,1%,-0.2%,i,2.5%,0.3%,
